JMJD2A Tudor inh = blocks the human JMJD2A Tudor domain | AlphaScreen JMJD2A-Tudor / H3K4me3 peptide binding | Potency, µM (highest dose often 114 µM), for the others: at the highest dose activity change, negative = inhibition, hits mostly inhibitors | actives 4.4% (n = 390,000) | AID 504339; note: potency is the fitted concentration of half-maximal effect; % is set by controls: 0 for no effect and ±100 for the full control effect; nearly all actives have a fitted effect of over 50% in size
GLS inh = glutaminase GLS (human) inhibition; GLS enzymatic activity, qHTS titration; actives 0.21% (n = 410,000); Potency, µM (doses to about 45.5 µM), for inactives: at the top dose activity change, negative = inhibition, most hits filed as inhibitors; O94925; note: potency is the fitted concentration of half-maximal effect; % is set by controls: 0 for no effect and ±100 for the full control effect
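hKGA in 45 mM KH2PO4 (pH 8.2), 0.02% Tween-20 with compound, then 1mM L-Glutamine (stock as added) plus glutamate oxidase/HRP/Amplex red coupling mix. Fluorescence read initially and after 30 min at RT; signal change reflects glutamate formation.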
Tb PGK inh = inhibitors of T. brucei phosphoglycerate kinase; P07378; PGK/GAPDH coupled, Kinase-Glo luminescence, 60 min; Potency, µM (doses to about 57.5 µM), for inactives: top-dose activity change, negative = inhibition, actives largely listed as inhibitors; actives 0.043% (n = 380,000); AID 602233; note: potency is the fitted concentration of half-maximal effect; % is set by controls: 0 for no effect and ±100 for the full control effect; nearly all actives have a fitted effect of over 60% in size
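Recombinant glycosomal PGK reaction used 1,3-bisphosphoglycerate generated in-well by GAPDH (100nM final) in 100mM TEA pH 7.6, 5mM MgCl2, 0.01% Tween-20. After 60 minutes at room temperature, ATP was read by Kinase-Glo Plus luminescence end-point.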
HP1b binding inh = blocks HP1-beta chromodomain binding to methylated histone tails. P83916. AlphaScreen HP1-beta / biotin-H3K9me3 peptide binding. Potency, µM (series often up to 114 µM), inactives show top-dose activity change, negative = inhibition, hits mostly inhibitors. actives 0.56% (n = 390,000). AID 540317; note: potency is the fitted concentration of half-maximal effect; nearly all actives have a fitted effect of over 70% in size; inactives centre near 23
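AlphaScreen: HP1-beta (50 nM) preformed 30 min with biotin-H3(1-18)K9me3 peptide (50 nM) in PBS pH 7.4, 0.01% Tween-20. Compound added for 30 min at RT, then streptavidin donor/nickel chelate acceptor beads (10 ug/mL) for 30 min.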
ERG Ets-DNA blk = ERG Ets/DNA interaction inhibition | P11308 | fluorescence polarization, His-ERG Ets domain / labelled DNA | Potency, µM (series often up to 76.9 µM), inactives show top-dose FP activity, negative = inhibition, actives largely listed as inhibitors | actives 0.028% (n = 370,000) | AID 624246; active = well fitted inhibition curve with a large enough effect in the polarisation, with a control signal flat; inconclusive = small, poorly fitted or top-dose-only effect, or effect the other way, or a change in a side signal; inactive = no such curve, though single readings can be large or run the other way; the % refers to the polarisation;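 note: polarization taken with two DNA probes labelled with fluorescein and Texas red; potency is the fitted concentration of half-maximal effect; % of control where 0% means no effect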
Target sequence (P11308 whole entry, looked up, the tested form may be a part): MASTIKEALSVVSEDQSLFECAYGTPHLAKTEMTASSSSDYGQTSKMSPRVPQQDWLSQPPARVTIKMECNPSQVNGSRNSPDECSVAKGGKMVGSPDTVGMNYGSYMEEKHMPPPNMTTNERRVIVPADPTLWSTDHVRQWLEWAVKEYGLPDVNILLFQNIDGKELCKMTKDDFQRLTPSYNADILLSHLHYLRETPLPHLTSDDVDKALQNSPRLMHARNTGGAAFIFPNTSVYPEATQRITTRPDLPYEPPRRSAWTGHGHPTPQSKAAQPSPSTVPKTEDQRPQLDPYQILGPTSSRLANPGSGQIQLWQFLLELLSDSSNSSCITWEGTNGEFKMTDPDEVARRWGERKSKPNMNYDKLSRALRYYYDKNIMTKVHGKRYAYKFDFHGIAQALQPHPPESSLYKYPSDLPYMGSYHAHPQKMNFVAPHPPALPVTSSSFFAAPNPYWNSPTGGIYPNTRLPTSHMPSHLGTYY
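His-tagged ERG Ets domain (1 uM in the protein solution; 300mM KCl, 50mM Tris-HCl, 1mM EDTA, 1mM DTT, pH 7.5) received compound, then a probe mix of 5 nM fluorescein-DNA and 100nM Texas-615-DNA. Fluorescence polarization was read for both dyes.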
Pin1 inhibitor = blocks the human prolyl isomerase Pin1. actives 0.009% (n = 390,000). Potency, µM (doses to about 115 µM), without a hit: at the highest dose activity, negative = inhibition, most hits filed as inhibitors. Pin1 FP peptide displacement, HiFluor488, 10 min; active = well fitted inhibition curve with a large enough effect in the polarisation, with a control signal flat, not every such curve was filed as active; inconclusive = small, poorly fitted or top-dose-only effect, or effect the other way, or a change in a side signal; inactive = no such curve, though single readings can be large or run the other way; the % refers to the polarisation; note: potency is the fitted concentration of half-maximal effect; % is set by controls: 0 for no effect and ±100 for the full control effect
Target sequence (Q13526 whole entry, looked up): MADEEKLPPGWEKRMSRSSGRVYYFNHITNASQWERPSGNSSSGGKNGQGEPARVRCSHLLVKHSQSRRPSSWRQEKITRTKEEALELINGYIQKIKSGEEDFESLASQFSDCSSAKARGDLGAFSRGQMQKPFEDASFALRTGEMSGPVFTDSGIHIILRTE
PI4K2A inh = PI4K2A (human) kinase inhibition | activity change, negative = inhibition, % at 76.9 µM | purified PI4K2A, ADP-Glo luminescence, 1 h; hits give low values | actives 0.13% (n = 420,000) | AID 1346378 | Q9BTU6; in the data active = activity change below about -50%; inconclusive = mostly about -30% to -49%;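 note: -100% = wells without enzyme as full effect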
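ADP-Glo luminescence measured ADP generated by PI4K2A enzyme (4 ug/mL before mixing) with 1.2 mM PI substrate (pre-mix) and 300 microM ATP (pre-mix). Tris pH7.5 buffer with MgCl2, Triton X-100; 1 h reaction at ambient temperature.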
G9a inh = G9a (human) methyltransferase inhibition | Q96KQ7 | G9a H3K9 monomethylation, AlphaScreen, 2 h | Potency, µM (top dose mostly 102 µM), for the others: at the top dose activity, negative = inhibition, hits mostly inhibitors | actives 8.8% (n = 350,000) | AID 504332; note: potency is the fitted concentration of half-maximal effect; % is set by controls: 0 for no effect and ±100 for the full control effect; nearly all actives have a fitted effect of over 75% in size
Target sequence (Q96KQ7 913-1193 limits assumed): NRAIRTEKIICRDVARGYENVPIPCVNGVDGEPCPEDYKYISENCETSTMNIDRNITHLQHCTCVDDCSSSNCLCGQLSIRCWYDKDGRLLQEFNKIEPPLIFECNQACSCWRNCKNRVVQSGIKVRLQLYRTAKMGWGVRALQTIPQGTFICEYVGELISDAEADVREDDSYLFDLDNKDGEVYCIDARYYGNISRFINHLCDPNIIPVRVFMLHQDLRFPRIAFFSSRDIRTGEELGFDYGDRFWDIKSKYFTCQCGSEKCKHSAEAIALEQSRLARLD
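Step 1: enzyme (final 20 nM) with compound, 15 min RT. Step 2: substrate peptide 500 nM and SAM 20 uM, 2 h RT. Step 3: anti-H3K9me1 antibody and AlphaScreen beads, 10 min, then plate read.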
BAZ2B inh = inhibitors of human BAZ2B bromodomain; Q9UIF8; AlphaScreen BAZ2B-H3K14Ac peptide displacement; Potency, µM (series often up to 114 µM), for inactives: at the highest dose activity change, negative = inhibition, usual class: inhibitors; actives 4.4% (n = 360,000); AID 504333; note: potency is the fitted concentration of half-maximal effect; % is set by controls: 0 for no effect and ±100 for the full control effect; nearly all actives have a fitted effect of over 60% in size
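AlphaScreen displacement of biotin-H3(5-23)K14Ac peptide (50 nM final) from BAZ2B (50 nM final) in PBS pH 7.4, 0.01% Tween-20; complex preformed 30 min RT, then compounds (top 110 uM) 30 min RT, beads 20 min dark.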
* = called active by the depositor; i = inactive; ? = inconclusive; . = no result given; [ ] = dose if it differs, or a comment. Unless noted, calls come from the whole dose curve; as a rule, active = well fitted curve in the direction sought with a large enough effect; inconclusive = small, poorly fitted or top-dose-only effect, or another doubt; inactive = no such curve, though single readings can be large; an effect the other way counts as inactive or inconclusive.

# | SMILES | JMJD2A Tudor inh | GLS inh | Tb PGK inh | HP1b binding inh | ERG Ets-DNA blk | Pin1 inhibitor | PI4K2A inh | G9a inh | BAZ2B inh
1 | Cc1ccccc1OCC(=O)Nc1sc2c(c1C(=O)OC(C)C)CCCC2 | -8% | -8% | 2% | 16% | -6% | ? | -2 | ? | 1%
2 | O=C(CC1C[C@H](C(=O)N2CCCCC2)[C@@]2(CCc3ccccc3)c3[nH]c4ccccc4c3CCN2C1=O)NCc1ccco1 (some centres undefined) | -25% | -1% | i | 18% | -10% | 6% | 0 | . | .
3 | CC(C)CNC(=S)NC(=O)c1ccc(Cl)cc1Cl | -4% | 0% | -9% | 16% | 0% | -1% | -2 | -1% | 6%
4 | COc1ccc(-c2oc3ccccc3c2C(=O)OCc2ccc(O)cc2)cc1 | 4% | -2% | i | 103%[activator] | -4% | 2% | -3 | 18% | 5%
5 | Cc1cccc(C)c1NC(=O)CN1C(=O)c2cccc3cccc1c23 | -7% | -5% | -8% | 12% | 14% | -3% | 1 | 3%[59 µM] | 2%
6 | CN(C1CCS(=O)(=O)C1)S(=O)(=O)c1cccc2nsnc12 (centres undefined) | -6% | 3% | -11% | 32% | 0% | 5% | -2 | -11% | 11%
7 | COc1cccc(CN(C(=O)c2ccco2)C2CCS(=O)(=O)C2)c1 (centres undefined) | -6% | 6% | 4% | 26% | -7% | -12% | -2 | . | 1%
8 | CCOC(=O)C1CCCN(C(=S)Nc2ccc(C)cc2C)C1 (centres undefined) | -15% | 18% | -6% | 7% | -4% | ? | -4 | 54%[activator][12.7 µM] | -3%
9 | Cc1ccc(C2=NS(=O)(=O)N(C)C(C(=O)N3CCOCC3)=C2)cc1 | -7% | -8% | -6% | 17% | 3% | -3% | -2 | -3% | 11%
10 | Cc1ccc2c(c1)N(CC(=O)NCCc1ccccc1)C(=O)c1cccnc1O2 | -22% | 3% | -7% | 35% | -2% | -4% | -2 | 17% | -27%
11 | C=C(C)CC1N(c2cccc(OC)c2)C(=O)C2C(C(=O)O)C3C=CC21O3 (centres undefined) | -23% | 4% | -2% | 17% | -4% | -5% | -4 | 1% | 3%
12 | COc1cc2c(cc1OC)C1=NC(=O)CN1C(SCc1ccc(C)cc1)=N2 | -13%[57.1 µM] | -8% | -3% | 14% | ? | 32%[activator] | 6 | ? | 79µM*

Additional compounds follow.
# | SMILES | JMJD2A Tudor inh | GLS inh | Tb PGK inh | HP1b binding inh | ERG Ets-DNA blk | Pin1 inhibitor | PI4K2A inh | G9a inh | BAZ2B inh
13 | CCc1ccccc1NC(=O)CNC(=O)CNC(=O)Cc1ccccc1 | -1% | 2% | -10% | 42%[activator] | -4% | 8% | -2 | 5% | -1%
14 | CCOC(=O)c1cc2occc2n1CCCN1C(=O)c2ccccc2C1=O | ? | -3% | 2% | ? | . | 13% | 0 | 14µM* | 50µM*
15 | COc1ccc(/C=C/C2=CC(C)(C)NC(=S)N2)cc1OC | -35% | 0% | -3% | 16% | -9% | 1% | -4 | 45µM* | .
16 | COc1ccc(NC(=O)c2sc(=S)[nH]c2N)cc1 | 35µM* | 11% | -4% | -27% | -3% | 1% | -8 | ? | ?
17 | CN(C)C(=O)c1ccc(-c2nnc(NCc3ccccc3)c3ccccc23)cc1 | -19% | 8% | -7% | 18% | . | 0% | 2 | 24%[59 µM] | -4%
18 | Cc1cc(C)nc(SCC(=O)NNC(=O)c2cccs2)n1 | -1% | 5% | -11% | ? | 2% | 1% | -4 | 56µM* | -9%
19 | Cc1ccc(C(=O)NCCC(=O)N2CCC3(CC2)NCCc2[nH]cnc23)cc1 | -12% | -8% | 8% | 33% | 4% | -5% | 2 | -9% | -14%
20 | Cc1ccc(NC(=O)c2ccc(S(=O)(=O)N3CCOCC3)cc2)nc1 | -22% | -9% | i | -3% | 3% | -4% | -1 | 20%[59 µM] | ?
21 | O=C(O)C(c1cccs1)C1(O)CCCCC1 (centres undefined) | -8% | -6% | i | 15%[57 µM] | 3% | -6% | -5 | . | .
22 | O=C(c1ccc([N+](=O)[O-])cc1)N1CCC(Cc2ccccc2)CC1 | ? | -6% | -1% | -8% | 4% | -1% | 5 | -35% | ?
23 | CCOc1ccc(Oc2ccc(NC(=O)CSc3nncn3C)cc2)cc1 | -19% | 4% | -8% | 38% | -4% | 2% | -5 | ? | -7%
24 | COc1ccc(-c2cc3ccccc3n2CC(O)CN2CCC(C)CC2)cc1 (centres undefined) | 18µM* | 7% | -5% | ? | 14% | -15% | -4 | ? | 50µM*

Further entries
# | SMILES | JMJD2A Tudor inh | GLS inh | Tb PGK inh | HP1b binding inh | ERG Ets-DNA blk | Pin1 inhibitor | PI4K2A inh | G9a inh | BAZ2B inh
25 | CCOc1ccc(S(=O)(=O)N2CCCCC2)cc1NC(=O)Cc1cccc(C(F)(F)F)c1 | -16% | -8% | -5% | 25% | 1% | 17% | 7 | ? | 5%
26 | CC(Sc1nnc(-c2ccccc2F)n1N)C(=O)NCC1CCCO1 (centres undefined) | -8% | 19% | i | 23% | 0% | 0% | -6 | -43% | -4%
27 | N#Cc1ccc(NC(=O)C2=COCCO2)cc1 | -4% | 1% | -2% | 29% | 12% | 16% | -5 | 1%[59 µM] | -4%
28 | C=CCC(=O)N1CCC(n2nccc2NC(=O)CCOc2ccccc2)CC1 | 1% | 0% | i | 21% | 8% | 1% | -3 | . | 13%
29 | O=C(O)c1ccccc1Nc1ccc(OC(F)F)cc1 | -12% | 2% | i | 20% | -2% | 1% | -1 | -7% | ?
30 | C=CCNC(=O)c1cccn1-c1ccsc1C(=O)OC | 9% | -10% | -7% | 41%[activator] | -6% | 1% | 3 | 12% | -4%
31 | O=C(Cn1c(O)c(/C=C2\C=Nc3ccccc32)sc1=O)N1CCOCC1 | -5% | 0% | 0% | 42%[activator] | 6% | -2% | 1 | -21% | ?
32 | CCC(C(=O)NCCc1ccc(SC)cc1)n1nc(C)c2sc3ccccc3c2c1=O (centres undefined) | -11% | 4% | -3% | 4% | 1% | 0% | -17 | -4%[59 µM] | -32%
33 | C/C(=N\Nc1nc(N2CCOCC2)nc(N2CCOCC2)n1)c1cccs1 | -10% | 6% | i | 25% | 0% | -3% | 0 | -27% | .
34 | CN1CCN(CCC(=O)N2c3ccccc3Sc3ccc(Cl)cc32)CC1 | ? | . | -2% | -4% | -15% | -1% | -5 | ? | 79µM*
35 | O=C(CNc1ccccc1)N/N=C/c1cc([N+](=O)[O-])ccc1N1CCCC1 | -23% | 20% | -2% | 6% | -1% | 15% | 7 | -9%[59 µM] | ?
36 | CC(=O)Nc1ccc(C(=O)N/C(=C/c2ccccc2)C(=O)N2CCCCC2)cc1 | 3% | -4% | 3% | 25% | -3% | -1% | 9 | 3% | -2%

(further entries)
# | SMILES | JMJD2A Tudor inh | GLS inh | Tb PGK inh | HP1b binding inh | ERG Ets-DNA blk | Pin1 inhibitor | PI4K2A inh | G9a inh | BAZ2B inh
37 | O=C(COC(=O)CC(c1ccccc1)c1ccccc1)NCc1ccc(Cl)cc1 | 11% | -1% | -8% | 44% | -3% | 9% | -1 | 21%[59 µM] | 11%
38 | Cc1ccc(N(CC(=O)NCc2ccccc2)C(=O)c2csnn2)cc1 | -5% | 0% | -9% | 4% | -6% | -9% | 1 | 13% | -6%
39 | O=S(=O)(Nc1ccccn1)c1ccc(Cl)cc1 | -13% | -4% | -9% | 18% | -16% | -1% | -1 | -5%[59 µM] | 0%
40 | C=CCN1C(=O)OC2(CCCCC2)C1(C)O (centres undefined) | -18% | 2% | -3% | 8% | . | -6% | 3 | 4%[59 µM] | 9%
41 | CC(C)Sc1nc(C(F)(F)F)cc(=O)n1-c1ccccc1 | 2% | -6% | 1% | 46%[activator] | 3% | 7% | 1 | 40%[59 µM] | -20%
42 | O=C(NCCc1c[nH]c2ccccc12)C1CCC(=O)N(CCc2cccc(F)c2)C1 (centres undefined) | -16% | -1% | -5% | 46%[activator] | 14% | -3% | 5 | -6% | -4%
43 | COc1cc(C)c(S(=O)(=O)N2CCN(C)CC2)cc1C | -5% | -3% | 9% | 28% | -1% | -2% | 6 | -10%[59 µM] | 3%
44 | COc1cccc(N2CCN(Cc3ccco3)CC2)c1 | 8.9µM* | -15% | 0% | ? | -7% | -2% | 0 | . | ?
45 | CCN(C[C@H]1N[C@@](Cc2ccccc2)(C(=O)OC)[C@H]2C(=O)N(Cc3ccccc3)C(=O)[C@@H]12)C(=O)c1ccccc1 | -36% | -3% | -1% | 6% | 17% | -2% | 0 | . | .
46 | CC(C)[C@H](NC(=O)c1ccccc1Cl)C(=O)Nc1nc(-c2ccccn2)cs1 | 45µM* | 3% | 6% | 18% | 8% | 9% | -2 | -4% | 32µM*
47 | COC(=O)C1CCN(C(=O)COC(=O)c2oc3ccccc3c2C)CC1 | -19% | -9% | -6% | 15% | 0% | 1% | -2 | -43% | 11%
48 | O=C(Nc1nc2c(s1)COc1ccccc1-2)c1cccs1 | -4% | 19% | 3% | 31% | -1% | 33%[activator] | -5 | 45µM* | -3%
49 | CCN(CC)C(=O)c1ccccc1NS(C)(=O)=O | -6% | 14% | -20% | -20% | -4% | 0% | -1 | 14% | -15%
50 | CCOC(=O)C1=C(COC(=O)COc2cccc(C)c2C)NC(=O)NC1C (centres undefined) | -17% | 0% | 1% | 30% | -10% | 4% | 1 | -13%[12.7 µM] | 3%

Screening results deposited in PubChem BioAssay by National Center for Advancing Translational Sciences (NCATS).
